# Screens as filed in PubChem BioAssay.
# ANO1 block – blocks the mouse calcium-activated chloride channel TMEM16A; Q8BHY3; HEK293 TMEM16A/YFP iodide influx fluorescence, ionomycin; normalized B-score (activity score, 25-100; higher = stronger inhibition) at 10 µM; actives 1.2% (n = 310,000); AID 588511;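 active means ratio plate-corrected score three or more library SD toward inhibition, starting fluorescence score within five deviations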;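 further: score derived from kinetic fluorescence span divided by baseline fluorescence per well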
# SKKanGAS inh – SKKanGAS growth inhibition; inhibition, % at 7.5 µM; S. pyogenes SKKanGAS, kanamycin growth, BacTiter-Glo, 6 h; AID 1662; actives 1.3% (n = 300,000);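 active means mean replicate score, as percent of positive control median, at least 50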;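 further: strain carries kanamycin resistance gene driven by streptokinase promoter and grows in 40 µg/ml kanamycin; loss of luminescence reflects streptokinase promoter inhibition or plain growth inhibition; 0% = median of DMSO wells and 100% = positive control at its reference dose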
# RGS4 act – potentiators or activators of RGS4. HEK293 M3R/inducible RGS4, carbachol calcium flux Fluo4; active compounds read low. B-score at 10 µM. actives 0.92% (n = 310,000);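 active means B-score of the integrated calcium signal more than 4 SD below the library mean, with starting fluorescence not abnormally high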;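 further: negative B-score means reduced calcium response which marks RGS4 activation or potentiation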
#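 System: HEK293 FlpIn-TREx cells, stable M3R, doxycycline-inducible RGS4. Timing: overnight RGS4 induction, 30 min dye load 37 °C, 20 min compound RT. Also added: carbachol, ECmax concentration. Measured by: Fluo4 fluorescence kinetic imaging of calcium. Evaluation: integrated calcium ratio converted to B score.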
# MrgX1 allo act – human MrgX1 positive allosteric modulation, primary screen. B-score at 10 µM. actives 0.63% (n = 310,000). MrgX1-HEK293, Fluo-4 calcium flux, FDSS; active compounds read high. AID 588675;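 active means plate-corrected calcium response at least 3 library SD above typical, normal starting fluorescence, not activating the receptor alone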;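 further: compound read alongside a low EC10 to EC30 dose of BAM8-22 agonist; peak minus trough fluorescence over baseline measured at the second addition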
# MrgX1 antagonist – blocks BAM8-22 activation of human MrgX1 receptor | Q96LB2 | MRGX1-HEK293 calcium flux, Fluo-4, BAM8-22 antagonism; active compounds read low | B-score at 10 µM | actives 1.3% (n = 310,000);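 active means calcium-response B-score plate-corrected more than 3 library SD below zero, starting fluorescence within 5 deviations, no agonist response on first addition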;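 further: peak minus trough fluorescence over baseline after final BAM8-22 challenge near maximal dose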
# HDAC3 inh – inhibitors of human histone deacetylase 3; O15379; recombinant HDAC3, fluorogenic peptide/trypsin coupled, fluorescence; inhibition, % at 8.3 µM; actives 0.15% (n = 320,000); AID 2718; in the data active means inhibition above about 26%, passing the limit was not always enough
# TRPC6 inhibitor – mouse TRPC6 channel inhibition; B-score at 10 µM; HEK293-TRPC6, membrane potential dye, ACh-evoked depolarization; active compounds read low; AID 2553; Q61143; actives 1.1% (n = 310,000);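 active means B-score under library mean minus 3 SD, initial fluorescence not abnormally high, positive integrated signal ratio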;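 further: B-score derived from integrated fluorescence ratio over the kinetic read; more negative B-score means stronger inhibition of depolarization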
# Target sequence (Q61143 whole entry, looked up): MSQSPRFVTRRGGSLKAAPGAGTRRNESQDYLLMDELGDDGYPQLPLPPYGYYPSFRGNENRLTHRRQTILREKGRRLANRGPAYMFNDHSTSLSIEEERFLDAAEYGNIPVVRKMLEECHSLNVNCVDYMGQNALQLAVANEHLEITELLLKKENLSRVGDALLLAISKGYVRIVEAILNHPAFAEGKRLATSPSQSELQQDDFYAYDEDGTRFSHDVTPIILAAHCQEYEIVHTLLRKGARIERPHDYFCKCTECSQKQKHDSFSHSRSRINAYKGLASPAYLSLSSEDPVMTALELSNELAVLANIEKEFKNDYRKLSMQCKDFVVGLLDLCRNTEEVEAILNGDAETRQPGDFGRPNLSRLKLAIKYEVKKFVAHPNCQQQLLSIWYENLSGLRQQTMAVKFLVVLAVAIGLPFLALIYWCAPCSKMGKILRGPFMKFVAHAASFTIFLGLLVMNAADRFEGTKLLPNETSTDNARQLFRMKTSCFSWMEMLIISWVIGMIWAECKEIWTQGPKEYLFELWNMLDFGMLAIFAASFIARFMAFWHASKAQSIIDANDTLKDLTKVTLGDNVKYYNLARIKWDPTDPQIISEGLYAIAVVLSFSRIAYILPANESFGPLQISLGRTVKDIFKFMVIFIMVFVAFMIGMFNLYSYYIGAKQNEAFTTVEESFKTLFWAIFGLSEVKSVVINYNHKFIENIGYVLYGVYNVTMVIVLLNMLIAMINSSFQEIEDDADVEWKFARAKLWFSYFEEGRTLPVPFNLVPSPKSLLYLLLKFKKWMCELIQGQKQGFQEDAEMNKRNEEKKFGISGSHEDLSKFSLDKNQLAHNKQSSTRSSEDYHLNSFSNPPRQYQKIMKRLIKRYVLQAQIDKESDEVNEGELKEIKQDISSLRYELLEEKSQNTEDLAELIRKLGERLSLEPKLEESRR
# MrgX1 agonist – activates human MrgX1 receptor signaling; Q96LB2; MrgX1-HEK293 cells, Fluo-4 calcium fluorescence, agonist mode; active compounds read high; B-score at 10 µM; actives 0.44% (n = 310,000); AID 588627;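 active means calcium response B-score plate-corrected fluorescence ratio at least 3 library SD, with starting fluorescence B-score inside 5 SD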
#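 Material – MrgX1-expressing HEK293 cells · Input – 15,000 cells seeded per well · Dosing – compound as first of three additions · Times – overnight seeding, then 1 h dark dye loading · Measured by – kinetic Fluo-4 NW fluorescence of intracellular calcium · Read-out – B-scored fluorescence response ratio · Benchmarks – positive and negative control wells on each plate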
# RGS4 block – human RGS4 inhibition | B-score at 10 µM | HEK293 M3R/RGS4 inducible, Fluo-4 calcium flux; active compounds read high; triggered by carbachol at its EC20 | actives 0.45% (n = 310,000) | AID 463165 | P49798;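 active means B-score, a plate-corrected calcium signal, over three deviations above library mean, with baseline fluorescence within five deviations of library mean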;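 further: RGS4 expression induced by doxycycline in cells with stable M3 receptor; B-score is computed from the integrated fluorescence ratio over baseline after carbachol; higher B-score means a larger calcium signal and so more RGS4 inhibition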
# Target sequence (P49798 whole entry, looked up): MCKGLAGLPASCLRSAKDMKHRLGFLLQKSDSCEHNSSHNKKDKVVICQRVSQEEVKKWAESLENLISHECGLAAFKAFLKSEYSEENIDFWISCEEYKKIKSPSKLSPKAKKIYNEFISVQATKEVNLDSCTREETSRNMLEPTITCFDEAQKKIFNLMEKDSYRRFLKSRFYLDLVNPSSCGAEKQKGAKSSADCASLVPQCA
# TMEM16A act – activates or potentiates the mouse TMEM16A chloride channel. Q8BHY3. HEK293 TMEM16A/YFP-H148Q/I152L, iodide quench fluorescence; active compounds read low. B-score at 10 µM. actives 0.3% (n = 340,000). AID 623877;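 active means fluorescence-ratio B-score plate-corrected deviation score at least 3 library SD below zero, with starting fluorescence score within 5 deviations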;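 further: channel opened by trigger with iodide after compound preincubation; score built on the fluorescence ratio of max minus min over baseline; more negative score means more quench and so TMEM16A activation or potentiation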
# TRPC6 activator – activates the mouse TRPC6 cation channel | Q61143 | HEK293-TRPC6 membrane potential dye fluorescence; active compounds read high | B-score at 10 µM | actives 0.13% (n = 310,000);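 active means B-score of the integrated fluorescence ratio above library mean plus 3 SD, and starting fluorescence ratio within library mean plus 5 SD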;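 further: higher score means more depolarization so channel activation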
# An asterisk follows results filed as active; i = inactive; · = not tested or not shown; & = joins results of further samples.
# Each structure is followed by: ANO1 block	TRPC6 inhibitor	RGS4 block	SKKanGAS inh	RGS4 act	TRPC6 activator	MrgX1 allo act	MrgX1 antagonist	HDAC3 inh	TMEM16A act	MrgX1 agonist
- CCN1CCN(C(=O)/C=C/c2ccc(OC)c(OC)c2)CC1
  i	i	i	0	i	i	i	i	0	i	i
- CC(=O)NC(c1ccc(C(C)C)cc1)c1c(O)ccc2ccccc12 (stereo unspecified)
  i	i	i	5	i	i	i	i	-7	i	i
- COC(=O)c1ccc(C2NC(=O)c3ccccc3O2)cc1 (stereo unspecified)
  i	i	i	-4	i	i	i	i	-4	i	i
- COc1cc(NC(=O)CSc2nc(C)c(C)c(C)n2)c(C)cc1[N+](=O)[O-]
  i	i	i	-3	i	i	i	i	1	i	i
- Cc1cccc(C(=O)N/C(=C\c2ccc(C)o2)C(=O)O)c1
  i	i	i	-9	i	i	i	i	9	i	i
- CC(=O)c1ccc(N2CCN(C(=O)c3cc4c(-c5ccccc5F)nn(C)c4s3)CC2)cc1
  i	i	i	23	i	i	i	i	5	i	i
- CCc1cc2c(=O)c(Oc3ccccc3)c(C)oc2cc1O
  i	i	i	1	i	i	i	i	-6	i	i
- O=C(O)CCCCCNc1nc2ncn(Cc3ccccc3)c2c(=O)[nH]1
  i	i	i	-15	i	i	i	i	1	i	i
- Cc1ccc(C2CC(C(F)(F)F)n3nc(C(=O)NCc4ccco4)cc3N2)cc1 (stereo unspecified)
  i	i	i	9	i	i	i	i	0	i	i
- CCN(Cc1ccccc1)C(=O)c1oc2ccc(S(=O)(=O)N3CCOCC3)cc2c1C
  i	i	i	1	i	i	i	i	5	i	i
- C=CCNC(=O)N1CCCC(C(=O)c2cccc(Cl)c2)C1 (stereo unspecified)
  i	i	i	-2	i	i	i	i	3	i	i
- Cc1ccc(S(=O)(=O)NC(=O)c2ccccc2C)cc1
  i	i	i	0	i	i	i	i	·	i	i
- COc1ccc(C(=O)Nc2ccccc2C(=O)N/N=C/c2ccccn2)cc1OC
  i	i	i	-14	i	i	i	i	1	i	i
- O=C(O)/C=C/C(=O)Nc1ccc(F)cc1F
  i	i	i	6	i	i	i	i	5	i	i
- O=C(CNC(=O)C12CC3CC(CC(C3)C1)C2)N1CCN(S(=O)(=O)/C=C/c2ccccc2)CC1
  i	i	i	1	i	i	i	i	8	i	i
- Cc1snc(SCC(=O)c2ccc(F)cc2)c1C#N
  i	i	i	-2	i	i	i	i	0	i	i
- CCC(C)(C(=O)NC1CCCC1)N(C)C(=O)Cc1c[nH]c2ccccc12 (stereo unspecified)
  i	i	i	6	i	i	i	i	-6	i	i
- N#C/C(C(=O)NCc1ccco1)=C1/SC(Cc2ccc(F)cc2)C(=O)N1c1ccccc1 (stereo unspecified)
  i	i	i	·	i	i	i	i	2	i	i
- C=CCc1ccccc1OCC(=O)OCCNC(=O)c1cccnc1
  i	i	i	14	i	i	i	i	2	i	i
- CCOc1cc(NC(=O)Nc2ccc(F)cc2)c(OCC)cc1NC(=O)CC
  i	i	i	-7	i	i	i	i	-5	i	i
- CSCSC1=C(C#N)C(c2ccccc2Cl)C(C(C)=O)=C(C)N1 (stereo unspecified)
  i	i	i	1	i	i	i	i	5	i	i
- CC(=O)Nc1ccc(C(=O)NC(CC(=O)O)c2ccc(Cl)cc2)cc1 (stereo unspecified)
  i	i	i	-4	i	i	i	i	-4	i	i
- COc1ccccc1NC(C)=O
  i	i	i	2	i	i	i	i	-1	i	i
- CCOc1ncccc1C(=O)NCc1ccccc1F
  i	i	i	-2	i	i	i	i	4	i	i
- CN(C)/C=C(/C(=O)c1ccc(Cl)c(Cl)c1)c1nnnn1-c1ccccc1
  i	i	i	2	i	i	i	i	3	i	i
- CCOC(=O)c1c(NC(=O)c2cnn3c2NC(c2cccc(OC)c2)CC3C(F)(F)F)sc2c1CCCC2 (stereo unspecified)
  i	i	i	20	i	i	i	i	-8	i	i
- O=c1oc2cc(O)ccc2s1
  i	i	i	-3	i	i	i	i	5	i	i
- Cc1cccc(C(=O)Nc2ccc(N3CCN(C(=O)c4ccco4)CC3)cc2)c1
  i	i	i	-2	i	i	i	i	9	i	i
- CN(C)Cc1c(O)ccc2cc(-c3nc4ccccc4n3C)c(=O)oc12
  i	-5*	i	-5	i	i	i	i	-146	i	i
- O=C(O)c1cccc(N2C(=O)CSC2c2c(F)cccc2Cl)c1 (stereo unspecified)
  i	i	i	-2	i	i	i	i	4	i	i
- CCOC(=O)c1ccc(Cl)c(S(=O)(=O)N2CCCC2)c1
  i	i	i	0	i	i	i	i	-1	i	i
- Cc1cc(C)cc(NC(=O)Cn2nnc(C(=O)NCCc3ccccc3)c2N)c1
  i	i	i	-2	i	i	i	i	-10	i	i
- CC[C@@H]1CC=C[C@H]2[C@H]1C(=O)N(Cc1ccccc1)[C@H]2c1ccc(OC)c(Cl)c1
  i	i	i	59*	i	i	i	i	15	i	i
- CCOC(=O)C1(CCOc2ccccc2)CCN(Cc2nccn2CC)CC1
  i	i	i	11	i	i	i	i	9	i	i
- COc1cc(C(=O)NCc2nnc(SCC(=O)N3CCCCCC3)o2)cc(OC)c1OC
  i	i	i	-4	i	i	i	i	1	i	i
- CCOC(=O)N1CCN(C(=O)CSc2ccc3nnc(CCNC(=O)c4ccccc4)n3n2)CC1
  i	i	i	5	i	i	i	i	10	i	i
- CN1CCN(C(=O)c2c(O)c3cccc4c3n(c2=O)CC4)CC1
  i	i	i	3	i	i	i	i	3	i	i
- CCCn1c(C)cc(=O)c2cc(NC(=O)c3ccccn3)ccc21
  i	-11*	i	-8	i	i	i	i	-4	i	i
- O=S(=O)(c1cc(Cl)cc(Cl)c1)N1CCCC1c1nc2ccccc2s1 (stereo unspecified)
  i	i	i	18	i	i	i	i	-1	i	i
- COC(=O)[C@@H]1C[C@@H]2CC[C@@H](O)C[C@@H]2N1Cc1ccc(OC)cc1
  i	i	i	2	i	i	i	i	-1	i	i
- O=C(Cn1nc(C(F)(F)F)c2c1CCC2)N1CCN(c2ccccc2)CC1
  i	i	i	1	i	i	i	i	-3	i	i
- CC1(C)Oc2nc3ccccc3n2/C1=C\C#N
  i	i	i	4	i	i	i	i	-7	i	i
- Cc1ccc(Cl)cc1NC1=NC(=S)N(C(C)C)C12CCCCC2
  i	i	i	-3	-8.3*	i	i	i	0	i	i
- Cc1nc(SCC(=O)Nc2c(C)nn(C)c2C)c2cnn(-c3ccccc3)c2n1
  i	i	i	-1	i	i	i	i	-7	i	i
- O=C(Cn1cnc2c(oc3ccccc32)c1=O)NCc1ccco1
  i	i	i	-6	i	i	i	i	5	i	i
- CCOc1cc(C2C3=C(CCCC3=O)OC3=C2C(=O)CCC3)cc([N+](=O)[O-])c1O
  i	i	i	4	i	i	i	i	4	i	i
- CCOc1ccc(C(=O)Nc2ccccc2N2CCCC2)cc1
  i	i	i	-1	i	i	i	i	0	i	i
- CN1C(C(=O)Nc2ccccn2)=C(O)c2ccccc2S1(=O)=O
  i	i	i	2&-1	i	i	i	i	3	i	i
- Cc1cccc2c(=O)cc(C)n(CC(N)=O)c12
  i	i	i	1	i	i	i	i	1	i	i
- CCOc1ccc(/C=N/NC(=O)c2nnn(-c3nonc3N)c2CN2CCC(C)CC2)cc1
  i	i	i	-4	i	i	i	i	1	i	i
- O=C1NCCCC1C(=O)N/N=C/c1ccccc1 (stereo unspecified)
  i	i	i	-2	i	i	i	i	9	i	i
- C=CCn1c(SCC(=O)N2CCOCC2)nc(O)c(Cc2ccccc2)c1=O
  i	i	i	4	i	i	i	i	-2	i	i
- CCOC(=O)C1=C(C)NC(=O)NC1c1cccnc1 (stereo unspecified)
  i	·	·	-2	·	·	i	i	0	i	i
- COc1cc2[nH]c(C(=O)N3CCN(C)CC3)cc2c(OC)c1OC
  i	i	i	-1	i	i	i	i	0	i	i
- COc1cc(C(=O)Nc2nccs2)c(Br)c(OC)c1OC
  i	i	i	5	i	i	i	i	5	i	i
- CCc1ccccc1NC(=O)CN1C(=O)c2ccccc2S1(=O)=O
  i	i	i	-4	i	i	i	i	-7	i	i
- CC(C)(CO)CNC(=O)CCc1nnc(-c2ccc(-c3ccccc3)cc2)o1
  i	i	i	-1	i	i	i	i	3	i	i
- COC(=O)N/C(C)=C1/NC(=O)c2ccccc2C(c2ccccc2)N1 (stereo unspecified)
  i	i	i	1	i	i	i	i	1	i	i
- CN(C)C(=O)c1nc2ccc(Cl)cn2c1CN1CCN(c2ncccn2)CC1
  i	i	i	5	i	i	i	i	-3	i	i
- CCCC/C=C/C(NC(=O)c1ccc(C(=O)OC)cc1)c1ccccc1 (stereo unspecified)
  i	i	i	1	i	i	i	i	2	i	i

# New compounds follow:
# Each structure is followed by: ANO1 block	TRPC6 inhibitor	RGS4 block	SKKanGAS inh	RGS4 act	TRPC6 activator	MrgX1 allo act	MrgX1 antagonist	HDAC3 inh	TMEM16A act	MrgX1 agonist
- COc1ccc(NC(=O)CSc2nnc(C3CC3)n2C)cc1
  i	i	i	0	i	i	i	i	-1	i	i
- CC1(C(=O)CSc2nc3ccccc3[nH]2)CCC(=O)O1 (stereo unspecified)
  i	i	i	5	i	i	i	i	-2	i	i
- COc1ccc(CN=Cc2c(C(=O)O)[nH]c3ccccc23)cc1
  i	i	i	-13	i	i	i	i	-1	i	i
- O=C(COC(=O)CNC(=O)c1ccc(-c2ccccc2)cc1)NCc1ccco1
  i	i	i	-11	i	i	i	i	4	i	i
- CCCn1cc(SCC(N)=O)c2ccccc21
  i	i	i	-3	i	i	i	i	-4	i	i
- Cc1ccc(NC(=O)O/N=C/c2c(C)nn(C(C)(C)C)c2C)cc1Cl
  i	i	i	17	i	i	i	i	0	i	i
- CCOC(=O)Cn1ccc(NC(=O)c2ccc(F)cc2)n1
  i	i	i	3	i	i	i	i	0	·	i
- CCSc1nnc(NC(=O)CSc2nncc(=O)n2N)s1
  i	i	i	-1	i	i	i	i	-7	i	i
- CCn1c(CNC(=O)c2ccccc2Br)nnc1SCC(=O)Nc1nncs1
  i	i	i	-5	i	i	i	i	-3	i	i
- CNC(=O)c1cccn1-c1ccsc1C(=O)OC
  i	i	i	-1	i	i	i	i	-3	i	i
